From PubChem BioAssay
KOR beta-arrestin-1: KOR agonists, beta-arrestin recruitment, primary screen, cell-based, luminescence, uHTS (AID 1777); KOR beta-arrestin recruitment, luminescence; higher % means a stronger effect; activation, % at 10 µM; hits with a dose series show EC50 in µM; 0.02% of 280,000 active; in the data active = activation above about 50%, passing the limit was not always enough; also: a part of the inactive calls stands beside numbers as strong as those of hits
NOD2 inhibition: NOD2 signaling inhibitors, cell-based, luminescence, uHTS, HEK293 (AID 1566). HEK293 NOD2/NF-kB luciferase reporter, luminescence; higher % means a stronger effect. inhibition, % at 4 µM, or EC50 in µM where a hit was titrated. 0.63% of 290,000 active; also: many of its hits are not listed in these tables
NOD1 inhibition: NOD1 signaling inhibitors, primary screen, cell-based, luminescence, uHTS (AID 1578) | NOD1-driven NF-kB luciferase reporter cells, luminescence; higher % means a stronger effect | one-dose inhibition, % at 4 µM; EC50 in µM for titrated hits | 1% of 290,000 active; in the data active = inhibition mostly above about 36%, no sharp cut-off; inactive = mostly below about 34%;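 also: HEK-293T reporter cells stimulated with the NOD1 agonist gamma-tri-DAP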
HIV peptide binding: cell-free HIV fusion peptide-binding blockers – biochemical, uHTS, fluorescence dequenching, primary screen (AID 1986) | cell-free peptide binding, fluorescence dequenching, 30 min; higher % means a stronger effect | one-dose inhibition, % at 20 µM; IC50 in µM for titrated hits | 0.3% of 290,000 active; in the data active = inhibition mostly above about 52%, no sharp cut-off; inactive = mostly below about 76%; also: some results filed as inactive read as strong as hits
KOR beta-arrestin-2: kappa opioid receptor blockers – cell-based, luminescence, uHTS (AID 1778). KOR beta-arrestin recruitment, luminescence, antagonist mode; higher % means a stronger effect. one-dose inhibition, % at 10 µM; IC50 in µM for titrated hits. 0.091% of 290,000 active; also: strong numbers were not always called active
West Nile virus CPE: West Nile virus antiviral activity, cell-based, CPE readout (AID 1621); West Nile virus-infected cells, CPE inhibition; higher % means a stronger effect; CPE inhibition, % at 10 µM, or IC50 in µM where a hit was titrated; 0.02% of 290,000 active; in the data active = a potency from the dose series; also: strong numbers were not always called active
Yfh1-off respiration: enhancers of respiration in Yfh1-depleted yeast, dose response, Friedreich's ataxia, plus single-dose screen (AID 1465); fold induction at 50 µM; hits with a dose series show EC50 in µM; S. cerevisiae Yfh1-off respiration, WST-1 reduction, 72 h; higher fold induction means a stronger effect; 0.074% of 220,000 active;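 active = fold induction of absorbance versus untreated yeast above a set limit, then at least 30% activation at any dose in follow-up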;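 also: activators that raise dye reduction in frataxin-depleted yeast; strong numbers were not always called active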
AID2073: disruptors of CaV2.2 binding to Mint1 – biochemical, HTRF (AID 2073); 0.19% of 290,000 active; inhibition, % at 20 µM, or IC50 in µM where a hit was titrated; HTRF protein-protein interaction, Mint1-CaV2.2; higher % means a stronger effect; in the data active = inhibition mostly above about 51%, no sharp cut-off; also: some results filed as inactive read as strong as hits
Dengue-2 NS5 capping: flavivirus cap methylation enzyme inhibition – biochemical, confirmation dose response, primary screen (AID 588689); Dengue-2 NS5 methyltransferase capping enzyme assay, biochemical; higher % means a stronger effect; inhibition, % at 25 µM; hits with a dose series show IC50 in µM; 0.3% of 340,000 active; in the data active = a potency from the dose series
Dengue-2 NS5 capping pilot replicate: also measured in Dengue-2 NS5 capping; calls as there; inhibition, %; measured here: pilot screen replicate inhibition
Numbers without * were called inactive; i = inactive; / = no result given; [ ] = remark or other dose. Rule as the data show it, unless noted: active = inhibition above about 50%; inactive = the rest. This is a subset; count on the stated rates, not on these rows.

SMILES	KOR beta-arrestin-1	NOD2 inhibition	NOD1 inhibition	HIV peptide binding	KOR beta-arrestin-2	West Nile virus CPE	Yfh1-off respiration	AID2073	Dengue-2 NS5 capping	others
CCn1nnc(NC(=O)c2ccc(-c3ccc(Cl)cc3)o2)n1	-3.9%	-32%	-40%	0.5%	34%	-1.3%	i	6%	-7%
COc1ccc(NC(=O)c2cccc3ccccc23)cc1	-8.4%	-12%	-34%	-0.8%	-26%[20 µM]	-1.5%	/	2%	-8%
CC(C)(C)NC(=O)C(c1ccc(F)cc1)N(CCc1ccccc1)C(=O)c1ccn[nH]1 (configuration not stated)	/	2%	-26%	-0.3%	-52%[20 µM]	-0.7%	i	-1%	-4%
Cn1c(=O)c2c(ncn2CC(=O)OCC(=O)NCc2ccccc2Cl)n(C)c1=O	2.8%	9%	-32%	-0.6%	0%	0.7%	i	5%	-10%
CCOC(=O)CNC(=O)CNC(=O)c1nn(-c2ccc(OC)c(OC)c2)c(=O)c2ccccc12	-1.8%	-14%	-12%	0.0%	-22%	0.1%	/	6%	1%
N#Cc1nc(COc2ccc(Cl)cc2)oc1NCc1ccc2c(c1)OCO2	-0.7%	-36%	14%	-0.3%	9%	-1.4%	i	-4%	-5%
CC1CCN(CCCNC(=O)CN2C(=O)CSc3ccc(S(=O)(=O)N4CCOCC4)cc32)CC1	4.4%	10%	-23%	1.7%	-41%	0.4%	/	-2%	-4%
Cc1[nH]nc(NNC(=O)c2ccccc2)c1[N+](=O)[O-]	-3.4%	16%	-6%	0.7%	28%	1.0%	i	-2%	/
O=C(Nc1ccnn1C1CCN(Cc2ccc(O)c(Cl)c2)CC1)C1CCCC1	8.2%	19%	-7%	-2.5%	-2%	-0.8%	/	18%	-1%
COc1ccc(N2CCN(Cc3cc(=O)oc4c3ccc3ccccc34)CC2)cc1	6.1%	-2%	-66%	4.8%	-1%	/	/	-5%	/
Cc1cccc(NC(=O)CCC2CCN(C(=O)c3ccc(C)s3)CC2)c1	-6.6%	18%	17%	-0.7%	0%	-0.6%	/	10%	-14%
O=C(Cc1cccc(C(F)(F)F)c1)Nc1ccccc1N1CCCC1	0.3%	-5%	-28%	0.8%	-8%	-0.7%	/	-2%	-1%

Retrieved by compound from above:
SMILES	KOR beta-arrestin-1	NOD2 inhibition	NOD1 inhibition	HIV peptide binding	KOR beta-arrestin-2	West Nile virus CPE	Yfh1-off respiration	AID2073	Dengue-2 NS5 capping	others
CCn1nnc(NC(=O)c2ccc(-c3ccc(Cl)cc3)o2)n1	-3.9%	-32%	-40%	0.5%	34%	-1.3%	i	6%	-7%
COc1ccc(N2CCN(Cc3cc(=O)oc4c3ccc3ccccc34)CC2)cc1	6.1%	-2%	-66%	4.8%	-1%	/	/	-5%	/
COc1ccc(NC(=O)c2cccc3ccccc23)cc1	-8.4%	-12%	-34%	-0.8%	-26%[20 µM]	-1.5%	/	2%	-8%
O=C(Cc1cccc(C(F)(F)F)c1)Nc1ccccc1N1CCCC1	0.3%	-5%	-28%	0.8%	-8%	-0.7%	/	-2%	-1%

Going on with the list:
SMILES	KOR beta-arrestin-1	NOD2 inhibition	NOD1 inhibition	HIV peptide binding	KOR beta-arrestin-2	West Nile virus CPE	Yfh1-off respiration	AID2073	Dengue-2 NS5 capping	others
COCCN(C(=O)Cc1cccs1)c1nnc(-c2ccncc2)s1	-0.5%	8%	-22%	1.3%	23%	/	/	-2%	-8%
O=C(O)/C=C/C(=O)Nc1ccc(Oc2ccc(NC(=O)/C=C/C(=O)O)cc2)cc1	5.7%	3%	-10%	6.0%	17%	0.0%	i	-3%	/
Cc1ccc(S(=O)(=O)N2CCOCCOCCOCCOCCOCC2)cc1	-8.7%	12%	20%	-1.4%	2%[20 µM]	-0.6%	/	14%	-4%
Brc1ccc(NC2=Nc3ccccc3CC2)cc1	-2.3%	-140%	-45%	-1.7%	-1%	1.0%	i	-4%	-7%
CCN(CC)CCC#CC(O)(c1ccccc1)C1CCCCC1 (configuration not stated)	/	-6%	-40%	1.3%	-20%[20 µM]	-0.3%	i	6%	2%
CC(C)OC(=O)c1ccc(N2C(=O)C3CC=CCC3C2=O)cc1 (configuration not stated)	-3.1%	4%	1%	-2.5%	-15%	0.1%	i	3%	-2%
CC(=O)N1CCN(c2nc(N)c(C#N)c(CC#N)c2C#N)CC1	-0.6%	10%	-2%	0.9%	4%	0.6%	i	8%	-9%
Cc1cc(OCC(=O)NCc2ccccn2)c2c(C)c(C)c(=O)oc2c1	2.1%	-1%	-37%	-0.3%	1%	-0.8%	/	24%	-3%
COc1ccc(OCCCC(=O)Nc2ccc3c(c2)OCCO3)cc1	-2.3%	4%	-3%	-2.0%	-1%	0.3%	i	10%	1%
CC(C)=CCN1CCN(Cc2cc(F)ccc2-n2nc(C)cc2C)CC1CCO (configuration not stated)	/	21%	-30%	1.2%	-13%[20 µM]	-1.1%	i	-6%	-3%
Cc1cc2c(cn1)C(CCC#N)(CCC#N)c1ccccc1-2	-1.3%	11%	5%	-0.9%	1%	-0.9%	/	9%	-3%	Dengue-2 NS5 capping pilot replicate=-0.9
Nc1nc(-c2ccc(Cl)cc2)nc(-c2ccc(Cl)cc2)n1	1.3%	-11%	-1%	-0.6%	-5%	0.2%	i	45%	-5%
CCOc1ccc(C2C(C(=O)/C=C/c3ccco3)=C(O)C(=O)N2CCN2CCOCC2)cc1OC (configuration not stated)	3.0%	11%	20%	26%	-25%	0.1%	i	8%	2%
C/C(=N\Nc1cccc([N+](=O)[O-])c1)c1cc(F)ccc1O	12%	-174%	-7%	-3.1%	/	-0.6%	i	-4%	-1%
CCOc1cc(/C=N/NC(=O)C(=O)NCc2ccc3c(c2)OCO3)ccc1OCC(=O)N1CCOCC1	-4.1%	-4%	-4%	0.3%	-20%	0.3%	/	11%	-3%
CCSc1nc2c(sc3ccccc32)c(=O)n1C(C)C	-10%	6%	14%	0.1%	-32%	-0.7%	i	3%	0%	Dengue-2 NS5 capping pilot replicate=1.7
COc1cc(OC)cc(C(=O)N[C@H](C(=O)NCc2ccco2)C(C)C)c1	0.0%	5%	-2%	-2.4%	-26%	0.6%	i	13%	-2%
COC(=O)c1ccc(NC(=O)C(=O)N2CCN(C(=S)Nc3ccc(OC)cc3)CC2)cc1	-5.9%	6%	-20%	0.4%	22%	-0.9%	i	-24%	0%
CCC(/C=N/NC(=O)C(N)=O)CC	-1.0%	4%	-32%	-1.1%	7%	-0.1%	i	5%	0%
O=C(CSc1nc(-c2ccccc2)cc(=O)[nH]1)Nc1ccc(F)c(F)c1	-5.8%	26%	10%	-2.4%	-10%	0.7%	/	16%	1%
O=C(COC(=O)C1CC1)Nc1ccc(Oc2ccccc2)cc1	0.9%	-1%	-8%	5.5%	27%	-0.2%	i	1%	-1%
CSc1nc2ccccc2n1C(=O)NC1CCCCC1	1.5%	-18%	-10%	-1.4%	-31%	0.1%	i	1%	2%
O=C(Nc1cccc(C(=O)N2CCCCCC2)c1)c1ccco1	-5.4%	9%	-19%	1.5%	-12%	-0.1%	i	1%	/
CCOC(=O)c1ccc(NC(=O)Cc2coc3cc4c(cc23)CCC4)cc1	0.7%	22%	5%	-0.9%	-10%	0.2%	i	1%	-8%
CCN(C(=O)CSc1nnc(C)n1Cc1ccccc1)C1CCS(=O)(=O)C1 (configuration not stated)	-1.5%	-3%	-15%	-0.5%	-30%	0.6%	i	10%	-7%
S=C1N(c2ccccc2)CN(CCN2CCOCC2)CN1c1ccccc1	6.1%	10%	-2%	-0.8%	7%	0.1%	i	2%	/
Cc1cccc(N2CCN(C(=O)CCC(=O)N3CC(C)Oc4ccc(C)cc43)CC2C)c1 (configuration not stated)	0.0%	-2%	-9%	-2.9%	-8%[20 µM]	-0.2%	/	2%	4%
CC(C)(C)NC(=O)COC(=O)CCC(=O)c1ccc(F)cc1	0.1%	10%	-28%	-1.2%	-12%	0.8%	i	3%	-4%
Cc1ccc(-c2noc(-c3cccs3)n2)cc1	-6.1%	-139%	-95%	-4.0%	-13%	0.9%	i	2%	-2%
COc1ccc2c(CN(C)c3ccccc3)cc(=O)oc2c1	1.2%	4%	-1%	4.7%	-159%	0.4%	i	9%	0%
COc1cccc(NC(=S)NCCCN2CCOCC2)c1	0.7%	-13%	-17%	-1.1%	/	0.1%	i	-19%	-5%
CCOC(=O)c1c(N)sc2c1CCC(C)C2 (configuration not stated)	-2.9%	3%	-2%	-1.1%	-34%	-0.3%	i	6%	/
COc1ccc(-c2nc(CSCC(=O)NCC3CCCO3)c(C)o2)cc1OC (configuration not stated)	0.4%	18%	10%	-1.7%	-6%	-0.6%	i	-1%	-1%
CCOC(=O)NC(=S)Nc1cccc(NC(=S)NC(=O)OCC)c1	-4.2%	0%	-46%	-1.5%	3%	-0.3%	i	0%	1%
CC(C)CCN(CC(=O)NC(C)(C)C)C(=O)C(=O)Nc1ccc2c(c1)OCCO2	-4.2%	0%	-26%	-0.3%	-27%[20 µM]	-1.0%	i	-2%	2%
Cc1ccc(C(=O)OC2CCN(c3ccc([N+](=O)[O-])cc3)CC2)cc1	3.1%	-5%	-58%	-0.4%	-16%	-1.0%	i	2%	4%
Cc1c(Br)c([N+](=O)[O-])nn1CC(=O)Nc1ccc(C(C)C)cc1	-2.1%	19%	-11%	-1.7%	13%	/	/	1%	-5%
CCCCN(C)CCCNC(=O)c1cn(CC)c2ccc(S(=O)(=O)N3CCc4ccccc4C3)cc2c1=O	4.7%	12%	-40%	0.9%	-38%	/	i	-5%	-8%
COc1ccc2[nH]c3c(=O)n(CCCCCC(=O)NCCC(C)C)c(=S)[nH]c3c2c1	-2.4%	-6%	-23%	0.2%	-12%	0.0%	i	43%	2%
N=c1c2c(n(Cc3ccc(Br)cc3)c3c1CCC3)CCCC2	5.3%	34%	39%	-1.1%	-14%	-1.2%	i	7%	-7%
NCC1CC2c3ccccc3C1c1ccccc12 (configuration not stated)	-5.3%	6%	-2%	-1.0%	-4%	0.1%	/	8%	-5%
CCOC(=O)C(NCc1ccc2c(c1)OCO2)(NC(=O)c1ccccc1)C(F)(F)F (configuration not stated)	2.5%	12%	4%	1.4%	-4%	-0.1%	i	-3%	-12%
Cc1csc(Cn2c(CN(C)C)nc3ccccc3c2=O)n1	-6.6%	10%	8%	-0.6%	10%	0.1%	i	-1%	-3%
O=C(c1ccco1)N1CCN(CC(=O)N2c3ccccc3CCc3ccccc32)CC1	5.4%	9%	-19%	3.4%	-26%	0.1%	i	7%	0%
O=C(/C=C/c1ccc2c(c1)OCO2)NCC1CCCO1 (configuration not stated)	-3.9%	-26%	-62%	-1.8%	-2%	-0.4%	i	2%	-2%
Cc1ccc(NC(=O)COC(=O)c2csc3c2CCC(C)C3)cc1S(=O)(=O)N1CCCCC1 (configuration not stated)	7.8%	0%	-15%	-0.4%	-24%	-0.3%	i	7%	-2%
COc1ccc(NC(=O)Cn2c(C(C)C)nc(C)cc2=O)cc1Cl	1.0%	0%	-37%	-1.1%	-14%	-0.8%	i	1%	-10%
NC1=NC2(CCCC2)n2c(nc3ccccc32)N1	-1.5%	-4%	-21%	1.0%	6%	0.0%	i	6%	1%
COC(=O)c1cc(Br)c(=O)n(CCN2CCOCC2)c1	-2.7%	11%	-13%	-1.3%	23%	0.1%	i	-6%	-1%
COc1ccccc1COC(=O)N/C=C/c1ccco1	-4.3%	-13%	-65%	16%	-5%	0.4%	i	31%	-1%
C=CCOC(=O)C1=C(C)N=C2SCCC(=O)N2C1c1cccs1 (configuration not stated)	/	10%	-10%	-0.8%	-2%	-0.1%	i	0%	1%
